Bioassay records: PubChem BioAssay, Broad Institute
Pf Dd2 inh – blocks growth of Plasmodium falciparum Dd2 parasites | P. falciparum Dd2 growth, SYBR Green, 72 h; active compounds read low | 94,000 tested, 2.3% active | activity change, % at 10 µM; in the data active means activity change below about -80%; inconclusive means no clear call, values can overlap the other calls
KDM4C inh – blocks human GASC-1 (KDM4C) demethylase activity. 96,000 tested, 0.15% active. GST-KDM4C 2-372, H3K9me3 peptide, LANCE TR-FRET. Q9H3R0. inhibition, % at 12.5 µM;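 active means mean replicate inhibition above about 25%, with at least 55% of replicates also reaching it, limit read from the data, passing the limit was not always enough; inconclusive means only one of those two conditions met; inactive means neither condition met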
Target sequence (Q9H3R0 2-372 limits assumed): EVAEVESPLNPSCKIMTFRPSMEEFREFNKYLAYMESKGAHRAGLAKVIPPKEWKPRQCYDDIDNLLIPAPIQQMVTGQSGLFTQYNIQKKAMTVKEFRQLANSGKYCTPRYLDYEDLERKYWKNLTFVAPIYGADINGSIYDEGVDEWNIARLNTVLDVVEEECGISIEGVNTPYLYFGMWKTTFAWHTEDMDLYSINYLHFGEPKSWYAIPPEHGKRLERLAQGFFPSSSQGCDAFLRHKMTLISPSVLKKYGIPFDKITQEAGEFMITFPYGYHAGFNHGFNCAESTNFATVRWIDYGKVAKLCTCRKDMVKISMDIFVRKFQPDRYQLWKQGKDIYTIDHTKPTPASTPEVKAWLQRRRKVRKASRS
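Test system – GST-tagged GASC-1 (JMJD2C) catalytic fragment, aa 2-372 · Medium – HEPES buffer, pH 7.5, plus ascorbate · Reagent – H3K9me3 peptide with Fe(II)/2OG · Compound – one test concentration per compound · Timing – 30 min reaction, 60 min detection, RT · Technique – TR-FRET with Eu antibody and ULight streptavidin, EDTA stop · Read-out basis – inhibition from TR-FRET ratio decrease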
C diff growth – blocks growth of Clostridium difficile. Clostridium difficile clinical isolate growth, OD600, 24 h; active compounds read low. 86,000 tested, 0.25% active. growth activity, negative = inhibition, % at 16 µg/mL (by protocol). AID 1259249;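 active means mean growth activity at or below -80% and every replicate also at or below -80%; inconclusive means mean at or below -80% but some replicate above -80%; inactive means mean growth activity above -80%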;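 further: 0% = DMSO wells and -100% = levofloxacin 16 µg/mL wells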
Tcruzi prolif – inhibitors of T. cruzi proliferation. T. cruzi beta-gal in NIH3T3, GalScreen luminescence, 90 h. inhibition, % at 8.34 µM. 77,000 tested, 5.9% active. AID 624255;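 active means mean inhibition above about 93%, with at least 55% of replicates each passing it, limit read from the data, passing the limit was not always enough; inconclusive means only one of those two conditions holds; inactive means neither condition holds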
* = called active by the depositor; ? = inconclusive; / = not tested or not shown; & = joins results of further samples.

Structure,Tcruzi prolif,C diff growth,KDM4C inh,Pf Dd2 inh
CO[C@@H]1CN(C)C(=O)c2ccc(NC(=O)C3CC3)cc2OC[C@@H](C)N(Cc2cccc(F)c2)C[C@H]1C,/,8,3.0,?
COc1ccc(NC(=O)Nc2ccc3c(c2)C(=O)N([C@@H](C)CO)C[C@@H](C)[C@@H](CN(C)CC2CCCCC2)OCCCC[C@@H](C)O3)cc1,85,-18,-2.2,?
CCN(C[C@H]1N[C@H](CO)[C@H]1c1ccc(-c2ccc(F)cc2)cc1)C(=O)COC,-28,5,1.0,-56
COc1cccc(-c2cnc3c(c2)C(=O)N([C@H](C)CO)C[C@@H](C)[C@@H](CN(C)CC2CCOCC2)O3)c1,30,-3,-0.8,12
CNC[C@@H]1Oc2ccc(NC(=O)CCN3CCOCC3)cc2C(=O)N([C@H](C)CO)C[C@@H]1C,20,4,-0.3,8
COc1ccc(NC(=O)N[C@H]2C=C[C@@H](CC(=O)NC3CCCCC3)O[C@H]2CO)cc1,-3,/,-1.2,8
C/C=C/c1ccc2c(c1)O[C@@H](CN(C)S(C)(=O)=O)[C@H](C)CN([C@H](C)CO)S2(=O)=O,-9,5,-0.4,-24
CN1C(=O)c2cc(NC(=O)C3CCCCC3)ccc2OC[C@@H]2O[C@H](CC(=O)NCC3CCCCC3)CC[C@H]21,/,-10,0.0,-57
CCC(=O)N1C[C@H](C)[C@H](OC)CN(C)C(=O)c2ccc(NC(=O)Nc3ccc(Cl)cc3)cc2OC[C@H]1C,69,/,0.1,-1
C[C@@H]1CN([C@H](C)CO)C(=O)Cc2cc(NC(=O)Cn3cnnn3)ccc2O[C@H]1CN(C)Cc1ccc(C(=O)Nc2ccccc2N)cc1,56,-6,2.0,-7
COCC(=O)N1[C@H](CO)[C@@H](c2ccc(-c3cccc(F)c3)cc2)C12CN(C(=O)C1CC1)C2,/,-8,0.6,5
Cc1ccc(S(=O)(=O)Nc2ccc3c(c2)C(=O)N([C@H](C)CO)C[C@H](C)[C@@H](CN(C)S(=O)(=O)c2ccc(F)cc2)OCCCC[C@H](C)O3)cc1,/,-9,4.3,-73
CNC[C@H]1Oc2c(NS(=O)(=O)c3ccc(F)cc3)cccc2C(=O)N([C@H](C)CO)C[C@H]1C,19,2,-0.4,33
COCC#Cc1ccc([C@@H]2[C@@H](CO)N3CCCCN(Cc4ccncc4)C[C@H]23)cc1,57,-1,3.9,8
Cc1ccc(-c2ccccc2[C@H]2[C@@H](C#N)N(C(=O)NC3CCCC3)[C@H]2CO)cc1,/,1,-1.1,-79
CO[C@H]1CN(C)C(=O)c2ccc(NS(=O)(=O)c3ccc(F)cc3)cc2OC[C@H](C)NC[C@@H]1C,/,-3,0.1,55
C[C@H]1CN([C@@H](C)CO)C(=O)Cc2cc(NS(=O)(=O)c3ccccc3)ccc2O[C@@H]1CN(C)S(=O)(=O)c1cccs1,-11,5,2.6,-4
C/C=C/c1ccc([C@@H]2[C@@H](CO)N3C(=O)CN(C(=O)c4cnccn4)C[C@@H]23)cc1,/,0,-0.5,4
C[C@@H]1CN([C@@H](C)CO)C(=O)c2cc(NS(=O)(=O)c3cccs3)ccc2O[C@@H](C)CCCCO[C@@H]1CN(C)S(=O)(=O)c1ccc(F)cc1,61,26,-2.0,-83*
O=C(C[C@H]1CC[C@@H]2NC[C@@H](O)COC[C@H]2O1)Nc1nccs1,-28,-4&-9,/,/
Cc1noc(C)c1NC(=O)Nc1ccc2c(c1)C(=O)N([C@@H](C)CO)C[C@H](C)[C@H](CN(C)C(=O)Nc1c(C)noc1C)O2,4,-6,-1.8,18
COc1ccc(NC(=O)N[C@H]2C=C[C@H](CC(=O)NC3CCC3)O[C@H]2CO)cc1,/,2,4.4,24
CNC[C@H]1OCCCC[C@@H](C)Oc2ccc(NC(=O)Nc3ccc(C(F)(F)F)cc3)cc2C(=O)N([C@@H](C)CO)C[C@H]1C,25,15,-1.3,-20
CCCNC(=O)[C@@H]1[C@@H](CO)[C@@H]2Cn3c(ccc(/C=C/c4ccccc4)c3=O)[C@@H]2N1CCC,41,22,1.8,-32
C[C@H](CO)N1C[C@H](C)[C@H](CN(C)S(C)(=O)=O)Oc2ccc(NC(=O)C3CC3)cc2CC1=O,-18,-1,-0.6,29
C[C@H]1CN([C@@H](C)CO)C(=O)c2cc(NC(=O)CCC(F)(F)F)ccc2O[C@H]1CN(C)Cc1ccc(Cl)c(Cl)c1,-3,-5,0.9,17
C[C@H](CO)N1C[C@H](C)[C@@H](CN(C)S(=O)(=O)c2cccs2)Oc2c(NC(=O)c3cnccn3)cccc2C1=O,11,6,-0.4,-8
C/C=C/c1ccc([C@@H]2[C@@H](CO)N3CCCCN(C(=O)Nc4ccc(F)cc4)C[C@@H]23)cc1,97*,37,-0.3,-36
COCC#Cc1ccc2c(c1)O[C@@H](CN(C)S(C)(=O)=O)[C@@H](C)CN([C@@H](C)CO)S2(=O)=O,-26,-1,-0.1,51
COc1ccc2c3c(n(C)c2c1)[C@@H](CO)N(Cc1cc(F)ccc1F)CC31CCN(C(C)=O)CC1,/,-2,0.1,-52
C[C@H](CO)N1C[C@H](C)[C@@H](CN(C)Cc2ccncc2)Oc2cc(Br)ccc2S1(=O)=O,?,6,-1.3,-15
CCCNC(=O)[C@H]1[C@H](CO)[C@H]2Cn3c(ccc(C4=CCCC4)c3=O)[C@@H]1N2S(C)(=O)=O,9,-9,0.7,10
C[C@H](CO)N1C[C@H](C)[C@H](CN(C)Cc2ccc(Oc3ccccc3)cc2)Oc2ccc(N(C)C)cc2C1=O,98*,5,-0.8,-11
C[C@@H]1CN([C@H](C)CO)C(=O)c2cc(NC(=O)CCCN(C)C)ccc2O[C@@H]1CN(C)S(=O)(=O)c1cccs1,90,/,1.3,22
COc1ccc2c3c(n(C)c2c1)[C@@H](CO)N(C)CC31CCN(S(=O)(=O)c2cn(C)cn2)CC1,/,1,-0.4,22
CCNC(=O)C[C@@H]1CC[C@@H]2[C@H](COc3ccc(NC(=O)c4cccc(OC)c4)cc3C(=O)N2C)O1,-47,0,2.3,0
CCCC#Cc1ccc([C@H]2[C@H](CO)N3CCCCN(C(=O)NC4CCCC4)C[C@@H]23)cc1,?,10,1.3,-36
O=C(C[C@@H]1CC[C@H](NC(=O)c2ccc(F)cc2)[C@H](CO)O1)NCCc1ccncc1,-28,-2,-1.9,8
C[C@@H]1CCCCO[C@H](CN(C)S(=O)(=O)c2cn(C)cn2)[C@@H](C)CN([C@H](C)CO)C(=O)c2cc(NC(=O)CCCN(C)C)ccc2O1,-47,-15,0.0,61
C[C@@H]1CN([C@H](C)CO)C(=O)Cc2cc(N(C)C)ccc2O[C@@H]1CN(C)CC1CC1,50,0,9.2,11
C[C@@H]1CN([C@@H](C)CO)C(=O)Cc2cc(NC(=O)Nc3ccc(F)cc3)ccc2O[C@H]1CN(C)C(=O)Nc1ccc2c(c1)OCO2,8,-3,-0.5,-21
O=C(C[C@H]1CC[C@H](NC(=O)NC2CCCCC2)[C@@H](CO)O1)NCc1ccccc1,-2,4,0.1,-2
Cc1cc(C(=O)Nc2cccc3c2O[C@H](CN(C)S(=O)(=O)c2ccccc2)[C@H](C)CN([C@@H](C)CO)C3=O)n(C)n1,34,-3,-3.7,-2
O=C(C[C@H]1C=C[C@@H](NC(=O)c2ccc3c(c2)OCO3)[C@@H](CO)O1)NCc1ccc(F)cc1,/,-2,0.8,5
COc1ccc(NC(=O)N(C)C[C@@H]2OCCCC[C@H](C)Oc3ccc(NS(=O)(=O)c4ccc(OC)cc4)cc3C(=O)N([C@H](C)CO)C[C@H]2C)cc1,/,-18,-0.5,-7
O=C(NCC[C@H]1CC[C@@H](NS(=O)(=O)c2cccc(F)c2)[C@H](CO)O1)C1CCCCC1,/,3,0.4,2
Cn1cnc(S(=O)(=O)N2CC[C@@H]3[C@H](CO)Nc4ccc(C#Cc5ccccc5F)cc4[C@@H]32)c1,78,-6,1.1,-63
CCCNC(=O)[C@H]1[C@H](CO)[C@H]2Cn3c(ccc(-c4ccccc4)c3=O)[C@@H]1N2C(=O)Nc1ccccc1,2,-7,-2.3,-8
CCCN1[C@H](C(=O)NCCOC)[C@@H](CO)[C@@H]2Cn3c(ccc(-c4cccc(C(=O)N(C)C)c4)c3=O)[C@@H]21,18,2,7.7,-1
Cc1noc(C)c1NC(=O)Nc1ccc2c(c1)C(=O)N([C@H](C)CO)C[C@@H](C)[C@H](CN(C)S(=O)(=O)c1cccs1)O2,6,/,0.6,2
C[C@@H]1CN([C@@H](C)CO)C(=O)c2cccc(NC(=O)Nc3ccc(C(F)(F)F)cc3)c2O[C@@H]1CN(C)Cc1ccc(C(F)(F)F)cc1,84,-103*,-0.4,-26
CO[C@H]1CN(C)C(=O)c2cc(NC(=O)Nc3ccccc3)ccc2OC[C@@H](C)NC[C@H]1C,-26,-1,1.2,/
COc1ccc2c3c(n(C)c2c1)[C@H](CO)N(Cc1ccc(F)cc1)CC31CN(CC2CC2)C1,/,13,-0.5,-13
COc1ccc2c3c(n(C)c2c1)[C@@H](CO)N(S(C)(=O)=O)CC31CCN(CC2CCCC2)CC1,/,-3,0.8,-47
CCS(=O)(=O)Nc1ccc2c(c1)C(=O)N(C)[C@@H]1CC[C@H](CC(=O)N[C@H]3CCN(Cc4ccccc4)C3)O[C@@H]1CO2,46,-6,3.3,/
CC(C)CC#Cc1cnc2c(c1)C(=O)N([C@@H](C)CO)C[C@H](C)[C@@H](CN(C)Cc1ccccc1F)O2,77,-7,3.1,-46

The list continues.
Structure,Tcruzi prolif,C diff growth,KDM4C inh,Pf Dd2 inh
CN1C[C@H](O)COC[C@@H]2O[C@@H](CC(=O)NC3CCC3)CC[C@H]21,-54,7&-5,-0.5,11
COC(=O)C[C@H]1CC[C@@H]2[C@H](COc3ccc(NS(=O)(=O)c4ccc(C)cc4)cc3C(=O)N2C)O1,-3,18,0.2,2
C[C@@H]1CN([C@H](C)CO)C(=O)c2cccc(NC(=O)C3CCOCC3)c2O[C@@H]1CN(C)C(=O)Nc1ccccc1,/,-1,-0.5,13
C[C@@H]1CN([C@H](C)CO)C(=O)c2cc(NC(=O)CCC(F)(F)F)ccc2O[C@@H](C)CCCCO[C@@H]1CN(C)Cc1ccncc1,15,-1,1.2,-13
CO[C@H]1CN(C)C(=O)c2ccc(NC(=O)NC(C)C)cc2OC[C@H](C)N(C(=O)CC2CC2)C[C@@H]1C,/,1,0.2,11
COc1ccc(CN(C)C[C@H]2OCCCC[C@@H](C)Oc3ccc(NC(=O)c4ccccc4)cc3C(=O)N([C@@H](C)CO)C[C@H]2C)cc1,-23,1,-2.0,-52
CC(=O)N1CCCCN2[C@@H](CO)[C@H](c3ccc(C#Cc4ccccc4F)cc3)[C@@H]2C1,88,-2,-1.6,-4
COc1ccc(S(=O)(=O)Nc2cccc3c2O[C@@H](CN(C)Cc2ccc(Oc4ccccc4)cc2)[C@H](C)CN([C@@H](C)CO)C3=O)cc1,58,14,-2.3,-3

By substructure, those above with a CF3 group
Structure,Tcruzi prolif,C diff growth,KDM4C inh,Pf Dd2 inh
CNC[C@H]1OCCCC[C@@H](C)Oc2ccc(NC(=O)Nc3ccc(C(F)(F)F)cc3)cc2C(=O)N([C@@H](C)CO)C[C@H]1C,25,15,-1.3,-20
C[C@H]1CN([C@@H](C)CO)C(=O)c2cc(NC(=O)CCC(F)(F)F)ccc2O[C@H]1CN(C)Cc1ccc(Cl)c(Cl)c1,-3,-5,0.9,17
C[C@@H]1CN([C@@H](C)CO)C(=O)c2cccc(NC(=O)Nc3ccc(C(F)(F)F)cc3)c2O[C@@H]1CN(C)Cc1ccc(C(F)(F)F)cc1,84,-103*,-0.4,-26
C[C@@H]1CN([C@H](C)CO)C(=O)c2cc(NC(=O)CCC(F)(F)F)ccc2O[C@@H](C)CCCCO[C@@H]1CN(C)Cc1ccncc1,15,-1,1.2,-13

(list continues)
Structure,Tcruzi prolif,C diff growth,KDM4C inh,Pf Dd2 inh
COc1ccc(C#Cc2ccc3c(c2)O[C@H](CN(C)C(=O)c2ccccn2)[C@H](C)CN([C@@H](C)CO)S3(=O)=O)cc1,/,-3,-3.8,-36
C[C@H](CO)N1C[C@H](C)[C@H](CN(C)S(=O)(=O)c2ccc(F)cc2)Oc2ccc(NS(=O)(=O)c3ccc(F)cc3)cc2C1=O,51,-8,-1.6,-40
Cn1cnc(S(=O)(=O)N2C[C@@H](O)COC[C@@H]3O[C@H](CC(=O)NC4Cc5ccccc5C4)CC[C@H]32)c1,15,-2&-9,1.8,32
COc1ccc(S(=O)(=O)Nc2cccc3c2O[C@H](CN(C)S(=O)(=O)c2cccs2)[C@@H](C)CN([C@H](C)CO)C3=O)cc1,-27,0,18,-16
C[C@H]1CN([C@@H](C)CO)C(=O)c2cccc(NC(=O)c3ccncc3)c2O[C@H]1CN(C)CC1CCCCC1,48,22,-1.1,-7

This is a random part of the collection; overall some 6.7% were active at least once.
